TAG inh – inhibitors of triacylglycerol accumulation; H9c2 cells, Nile Red lipid (TAG) fluorescence; cells loaded with 200 µM oleic acid; inhibition, % at 12.5 µM; 0.66% of 230,000 active; AID 651582;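 active = pattern-corrected inhibition of lipid staining of at least 50% with the nuclear-stain viability signal not falling by more than 50%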;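 note: 0% = DMSO wells and 100% = triacsin C control wells; some results filed as inactive read as strong as hits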
TAG inh DAPI viability – second read-out of TAG inh, no call of its own (marks repeat the call); DAPI nuclei signal change (viability), lower = more cytotoxic, %;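 whole-well DAPI fluorescence read on a plate reader as a viability signal; minus 50 percent equals half of cells still viable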
* hit, by the source's call.

#1 CCCCCCN1C[C@@H](n2cc(C3CC3)nn2)[C@H](O)C[C@@H]1c1ccccc1
#2 CCN1CCCC1CNC(=O)CS(=O)(=O)Cc1nc(-c2ccccc2C)oc1C (configuration not stated)
#3 Cc1cnc(C(=O)NC2CC(C)(C)Cc3c2cnn3-c2ccccc2)cn1 (configuration not stated)
#4 COc1ccc(CCc2ccnc3ccccc23)cc1
#5 CCOCCCn1c(=O)c(NC(=O)c2ccc(OCC)cc2)c2n(c1=S)CCCCC2

Screen / compound no.	1	2	3	4	5
TAG inh	-11	0	-1	-8	18
TAG inh DAPI viability	0	-7	-5	5	3

#6 CC(OC(=O)CCSc1ccccc1)C(=O)Nc1ccc(S(N)(=O)=O)cc1 (configuration not stated)
#7 Cc1ccc(S(=O)(=O)N2CCCCC2C(=O)Nc2ccc(N(C)C)cc2)cc1 (configuration not stated)
#8 CC(C)N(C(=O)CSc1nc2ccccc2n1Cc1ccccc1)C(C)C
#9 CC1CC1C(=O)N(C)CC(=O)Nc1ccccc1Br (configuration not stated)
#10 Cc1ccccc1OCc1nc2ccccc2c(=O)n1NC(=O)c1ccco1

Screen / compound no.	6	7	8	9	10
TAG inh	-8	-2	14	-13	-13
TAG inh DAPI viability	-3	-1	0	-7	12

#11 COc1ccc(NC(=O)c2cc(-c3cc(C)cc(F)c3)n[nH]2)cc1OC
#12 CCCCn1c(Cc2ccccc2)nnc1SCC(=O)N1CCOCC1
#13 CN(C)c1ccc(C2Nc3ccccc3C(=O)N2CCCN2CCOCC2)cc1 (configuration not stated)
#14 O=C(CN1CCOCC1)Nc1ncc(Cc2cccc(Cl)c2Cl)s1
#15 O=C(O)C1=C[C@@H](c2ccc(C(F)(F)F)cc2)C[C@@H](OCCCCO)O1

Screen / compound no.	11	12	13	14	15
TAG inh	4	2	-8	2	5
TAG inh DAPI viability	11	-15	10	-3	-5

#16 COc1cccc(NC(=S)N(CCCN2CCCC(C)C2)Cc2cccs2)c1 (configuration not stated)
#17 CSc1ccc(/C=N/NC(=O)CN2CCN(Cc3ccccc3)CC2)cc1
#18 CC(Sc1nnc(-c2ccco2)n1C)C(=O)N1C(C)CCCC1C (configuration not stated)
#19 O=C(Cn1c(C(F)(F)F)nc2ccccc21)OCC(=O)c1c[nH]c2ccccc12
#20 COc1ccc(CNC(=O)CN(Cc2ccc(F)cc2)C(=O)c2csnn2)cc1

Screen / compound no.	16	17	18	19	20
TAG inh	22	-9	14	-5	7
TAG inh DAPI viability	-7	14	-4	8	1

#21 O=C(NCc1cccnc1)Nc1cccc(Cl)c1Cl
#22 Cc1cccc(N/C(=N\S(=O)(=O)c2ccccc2)C(F)(F)F)c1
#23 CCCN(CC(=O)Nc1ccccc1C)C(=O)c1ccc(N2CCCCCC2)c([N+](=O)[O-])c1
#24 CCc1nc(NCc2ccco2)c2oc3ccccc3c2n1
#25 COC(=O)CCC(C(=O)CN1C(=O)c2ccccc2C1=O)N1C(=O)c2ccccc2C1=O (configuration not stated)

Screen / compound no.	21	22	23	24	25
TAG inh	5	2	43	-12	-10
TAG inh DAPI viability	-3	-8	-1	-7	-5

#26 CC(C)=CCC[C@](C)(O)C1CC[C@]2(C)C1C(O)CC1[C@@]3(C)CCC(O)C(C)(C)C3C(O[C@@H]3OC(CO)C(O)C(O)C3O[C@@H]3OC(C)C(O)C(O)C3O)C[C@]12C (some centres not stated)
#27 O=C(NCc1nnnn1-c1ccc(F)cc1)c1ccc(S(=O)(=O)N2CCOCC2)cc1
#28 NC(=O)Nc1ccc(C(=O)OCC(=O)Nc2ccc(Cl)cn2)cc1
#29 CC1CCN(C(=O)CCCOc2cc(=O)n(C)c3ccccc23)CC1
#30 CCN(CC)c1ccc(C(=O)NNC(=O)CNC(=O)c2cccs2)cc1

Screen / compound no.	26	27	28	29	30
TAG inh	-14	12	2	0	2
TAG inh DAPI viability	1	-1	-4	7	5

#31 CCCc1nc2ccccc2n1CCc1ccccc1
#32 CNc1cc(NS(=O)(=O)c2ccc(N)cc2)nc(NC)n1
#33 CN(CC(=O)N1CCCCCC1)S(=O)(=O)c1cccc2cccnc12
#34 O=C(Cc1ccc([N+](=O)[O-])cc1)Nc1ccon1
#35 CCOc1ccc(CSC2=NCCN2)cc1Cl

Screen / compound no.	31	32	33	34	35
TAG inh	-11	-13	13	7	28
TAG inh DAPI viability	-5	-3	-3	-12	13

#36 COc1ccc(NS(=O)(=O)c2cccc(C(=O)NCC(c3cccs3)N3CCOCC3)c2)cc1 (configuration not stated)
#37 CCOC(=O)C1(Cc2ccccc2)CCN(Cc2cc(=O)c3ccccc3[nH]2)CC1
#38 O=C1c2ccccc2C(=O)N1CCC(O)C[N+](=O)[O-] (configuration not stated)
#39 COCCN1C(=O)c2ccc(C(=O)O)cc2C1=O
#40 O=C(O)CCn1cc(-c2ccc(Cl)cc2)nc1-c1ccncc1

Screen / compound no.	36	37	38	39	40
TAG inh	12	1	-12	-2	-10
TAG inh DAPI viability	-7	2	5	-4	-6

#41 CC(=O)c1cccc(N2C(=O)C3C(C(=O)Nc4cc(C)on4)C4(C)C=CC3(O4)C2C(=O)NC(C)(C)C)c1 (configuration not stated)
#42 CCOC(=O)/C(C(N)=NCC(C)C)=C(/O)c1ccccc1
#43 O=C(Nc1cc(C(F)(F)F)ccc1N1CCCC1)c1ccc2c(c1)OCO2
#44 OCCCNc1ncnc2c1ncn2[C@H]1CN(Cc2cccs2)C[C@@H](CO)O1
#45 Cc1c(C(=O)NCc2ccc3c(c2)OCO3)oc2ccc(Br)cc12

Screen / compound no.	41	42	43	44	45
TAG inh	9	4	7	2	-2
TAG inh DAPI viability	-11	4	-2	6	-7

#46 NC(=O)SCC(=O)Nc1cccc(Cl)c1
#47 CC(C)OCCCn1c(SCC(=O)N2CCCC2=O)nc2ccccc2c1=O
#48 O=C(CSc1nnc(Nc2ccccc2)s1)NC1CC1
#49 CC(=O)NC(Cc1ccccc1)C(=O)Oc1ccc2ccccc2c1 (configuration not stated)
#50 CC(C)(C)n1nnnc1C(c1ccncc1)N(Cc1ccccc1)Cc1ccco1 (configuration not stated)

Screen / compound no.	46	47	48	49	50
TAG inh	-14	-5	-8	-11	0
TAG inh DAPI viability	-2	4	-1	2	-7

#51 COc1ccccc1-n1cc(CN2CCCC(CO)(Cc3cccc(Cl)c3)C2)cn1 (configuration not stated)
#52 C=CCSc1nccc(-c2nn(-c3ccc(C)cc3)ccc2=O)n1
#53 CC1CCN(C(=O)COC(=O)c2cc3ccccc3oc2=O)CC1
#54 O=C(Cc1ccc(NC2=NC3CS(=O)(=O)CC3S2)cc1)NCc1ccc(Cl)cc1 (configuration not stated)
#55 COC(=O)[C@H](C)N1C/C=C\COc2c(Cl)cc(Cl)cc2S1(=O)=O

Screen / compound no.	51	52	53	54	55
TAG inh	-1	26	2	-6	-9
TAG inh DAPI viability	15	-14	10	2	7

#56 O=C(c1cccc(Oc2c(Cl)cccc2[N+](=O)[O-])c1)N1CCOCC1
#57 COC(=O)CNC(=O)CSc1nc(N)cc(=O)[nH]1
#58 COc1cccc(NC(=S)Nc2cc(C(=O)O)ccc2N2CC3CC(C2)c2cccc(=O)n2C3)c1 (configuration not stated)
#59 O=C(N/N=C/c1ccco1)C(O)c1ccccc1 (configuration not stated)
#60 NC(=O)NC(=O)C(OC(=O)CCNS(=O)(=O)c1ccccc1)c1ccccc1 (configuration not stated)

Screen / compound no.	56	57	58	59	60
TAG inh	1	8	-1	-9	0
TAG inh DAPI viability	-1	8	-10	8	0

Reprinted at random: three records from the list, in no set order.
#60 NC(=O)NC(=O)C(OC(=O)CCNS(=O)(=O)c1ccccc1)c1ccccc1 (configuration not stated)
#59 O=C(N/N=C/c1ccco1)C(O)c1ccccc1 (configuration not stated)
#58 COc1cccc(NC(=S)Nc2cc(C(=O)O)ccc2N2CC3CC(C2)c2cccc(=O)n2C3)c1 (configuration not stated)

Screen / compound no.	60	59	58
TAG inh	0	-9	-1
TAG inh DAPI viability	0	8	-10

Further entries:
#61 Cc1ccc(NC(=O)c2cccc(C(=O)Nc3ccc(C)c(C)c3)n2)cc1C
#62 CCOc1ccc2nc3sc(C(=O)N4CCOCC4)c(N)c3cc2c1
#63 Cc1nn(C)c(C(=O)NNC(=S)NCc2ccccc2)c1Cl
#64 Cc1ccc(N2CC(C(=O)NCc3cccs3)CC2=O)cc1 (configuration not stated)
#65 COc1ccc(S(=O)(=O)N(C)C[C@H]2Oc3cc(Br)ccc3S(=O)(=O)N([C@H](C)CO)C[C@H]2C)cc1

Screen / compound no.	61	62	63	64	65
TAG inh	14	10	-4	7	-4
TAG inh DAPI viability	-4	1	-4	7	-13

#66 CC(C)n1cc(CN2CCCC(CO)(Cc3cccc(Cl)c3)C2)cn1 (configuration not stated)
#67 COc1ncccc1C(=O)N1CCCC(C(=O)c2cccc(OC(C)C)c2)C1 (configuration not stated)
#68 C=CCn1c(CCC)nc2ccccc21
#69 CCCc1ccc(S(=O)(=O)N2CCN(Cc3ccco3)CC2)cc1
#70 CCCCn1c(NCc2ccc(N(C)C)cc2)nc2ccccc21

Screen / compound no.	66	67	68	69	70
TAG inh	-10	-16	6	-4	-1
TAG inh DAPI viability	7	6	11	2	4

#71 COc1ccc(OCCn2c(C)c(/C=N/n3cnnc3)c3ccccc32)cc1
#72 CCOc1ncccc1C(=O)OCC(=O)Nc1c(C)cc(C)cc1C
#73 Nc1nnc(-c2ccccc2[N+](=O)[O-])o1
#74 CCOc1ccc(-c2nc(CSc3nnc(C)s3)cs2)cc1OC
#75 O=C(c1ccccc1Sc1ccccc1[N+](=O)[O-])N1CCCCC1

Screen / compound no.	71	72	73	74	75
TAG inh	1	0	0	-8	-18
TAG inh DAPI viability	8	9	9	-2	14

#76 Cc1ccc(C)c(C(=O)COC(=O)c2cc(S(=O)(=O)N3CCOCC3)ccc2F)c1
#77 Cc1ccc(CCNC(=O)C2CCCN(S(=O)(=O)c3cccc4nsnc34)C2)cc1 (configuration not stated)
#78 O=C1CCc2cc(S(=O)(=O)N3CCC(C(=O)Nc4nccs4)CC3)ccc2N1
#79 COc1ccccc1C(=O)NCCN1CCN(C(=O)c2ccccc2OC)CC1
#80 Cc1cc(C(=O)N2CCC(C)(C(=O)NS(=O)(=O)C3CC3)C2)n(C(C)(C)C)n1 (configuration not stated)

Screen / compound no.	76	77	78	79	80
TAG inh	0	13	9	11	1
TAG inh DAPI viability	4	-2	-7	-2	-6

Down the list, as entered above:
Nos. 77 to 80 in TAG inh DAPI viability read -2, -7, -2, -6

Entries of single compounds as entered above. Values in the order: TAG inh | TAG inh DAPI viability
Results for `Cc1ccc(C)c(C(=O)COC(=O)c2cc(S(=O)(=O)N3CCOCC3)ccc2F)c1` → 0 | 4
Results for `COc1ccccc1C(=O)NCCN1CCN(C(=O)c2ccccc2OC)CC1` → 11 | -2

Going on with the list.
#81 CCOc1ccc2c(c1)c1nnc(SCC(=O)N3CCC(C)CC3)nc1n2C
#82 CCc1nc2ccc(C(=O)N(C)Cc3ccco3)cn2c1N(CC)Cc1cccc(Br)c1
#83 CNC(=O)C(=O)NCC1OCCCN1S(=O)(=O)c1ccc(F)cc1C (configuration not stated)
#84 Cc1cc(C(=O)NNc2ccc(F)cc2F)no1
#85 CCC(C)NC(=O)c1ccc2nc(Cc3ccc(OC)cc3)oc2c1 (configuration not stated)

Screen / compound no.	81	82	83	84	85
TAG inh	6	-12	7	-9	-3
TAG inh DAPI viability	12	-5	0	-1	7

#86 COc1ccc([N+](=O)[O-])cc1C(=O)C(=O)c1ccccc1
#87 COc1ccc(Br)cc1CNC(=O)CCCc1cn(C)c2ccccc12
#88 O=C(/C=C/c1ccc(F)cc1)N1CCc2ccccc2C1
#89 CN(CC(=O)Nc1ccccc1C(F)(F)F)C(=O)C1=COCCO1
#90 CC(C)(C(=O)Nc1nccs1)c1ccccc1

Screen / compound no.	86	87	88	89	90
TAG inh	3	20	2	21	-33
TAG inh DAPI viability	-9	-5	-1	-3	35

#91 O=c1[nH]c2c(cnn2-c2ccc(Cl)cc2)c(=O)n1-c1cccc(Cl)c1
#92 Cc1cc(N/C=C(\C#N)S(=O)(=O)c2ccccc2Cl)nc(C)n1
#93 CS(=O)(=O)Nc1cccc(C2=NN(C(=O)c3ccco3)C(c3ccco3)C2)c1 (configuration not stated)
#94 COC(=O)C(C)Oc1ccc(Cl)c(CN2OCC(C)(C)C2=O)c1 (configuration not stated)
#95 CCCCOCP(=O)(CCCC)COCCCC

Screen / compound no.	91	92	93	94	95
TAG inh	1	3	-7	4	8
TAG inh DAPI viability	23	-4	7	-8	-5

#96 O=C(CN1C(=O)c2ccccc2S1(=O)=O)NCCSC1CCCCC1
#97 CN(C)/C=C(/C(=O)c1ccc(Cl)c(Cl)c1)c1nnnn1-c1ccccc1
#98 CCCn1c(N)c(C(=O)CN(C)CC(=O)Nc2ccccc2CC)c(=O)[nH]c1=O
#99 O=C(CC1SC(=NCC2CCCO2)NC1=O)Nc1cc([N+](=O)[O-])ccc1Cl (configuration not stated)
#100 CSc1ccc(C(=O)C2CCCN(C(=O)c3ccc4c(c3)no[n+]4[O-])C2)cc1 (configuration not stated)
#101 COc1ccc(S(=O)(=O)N2CCC(C(=O)Nc3cccc(C(C)=O)c3)CC2)cc1
#102 COc1cc(C(=O)Oc2ccccc2)ccc1OCc1c(C)noc1C
#103 CCn1ncc(N(C)N)c(Cl)c1=O

Screen / compound no.	96	97	98	99	100	101	102	103
TAG inh	12	5	-18	-7	8	-15	-13	-8
TAG inh DAPI viability	-16	1	-6	9	-6	11	8	-7

Some of the compounds tested. The share of hits here may be higher or lower than overall.
